Rpn11 inh = inhibitors of human proteasome Rpn11; O00487; human 26S proteasome, Ub4-pepOG fluorescence polarization; 20S core pre-blocked with epoxomicin; calls only at 20 µM; actives 0.59% (n = 360,000); AID 588493;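 active means inhibition at 20 µM, scaled to each plate's controls, above about 33%, limit read from the data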
Target sequence (O00487 whole entry, looked up): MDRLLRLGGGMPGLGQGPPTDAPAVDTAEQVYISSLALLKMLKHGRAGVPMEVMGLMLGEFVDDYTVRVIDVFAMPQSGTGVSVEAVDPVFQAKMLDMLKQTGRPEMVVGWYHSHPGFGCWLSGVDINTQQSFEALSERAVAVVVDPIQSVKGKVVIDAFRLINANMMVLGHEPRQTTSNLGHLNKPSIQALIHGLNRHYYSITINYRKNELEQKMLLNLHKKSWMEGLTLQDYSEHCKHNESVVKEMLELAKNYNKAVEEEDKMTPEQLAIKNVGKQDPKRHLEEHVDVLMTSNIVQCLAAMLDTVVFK
CSN deneddyl inh = CSN deneddylation inhibition | Purified CSN, SCF-Nedd8-OG deneddylation, fluorescence polarization | inhibition, % at 12.5 µM | actives 0.38% (n = 360,000) | AID 651999;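 active means pattern-corrected inhibition above about 35%, with an unprinted fluorescence ratio check between 0.5 and 1.5, limit read from the data, passing the limit was not always enough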;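 further: 0% = enzyme with substrate and 100% = substrate without enzyme; some results filed as inactive read as strong as hits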
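Test system: Human Csn5 produced in HEK293T cells | Compound: 12.5 µM single point | Times: 90 min, room temperature | Signal: Fluorescence polarization readout | Read-out basis: % inhibition of substrate cleavage by Csn5 | Controls: no-enzyme wells high, enzyme-with-substrate wells low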
MLLE-PAM2 inh = inhibitors of microRNA-mediated deadenylation, human PABP1 MLLE binding. P11940. GST-MLLE / FITC-PAM2 fluorescence polarization. inhibition, % at 20 µM. actives 0.36% (n = 360,000); in the data active means inhibition above about 35%, passing the limit was not always enough;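 further: plate controls were DMSO wells with GST-MLLE for no effect and wells lacking GST-MLLE protein for full effect; some results filed as inactive read as strong as hits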
NadD inh = blocks S. aureus nicotinate mononucleotide adenylyltransferase; actives 0.78% (n = 360,000); AID 602399; inhibition, % at 20 µM; purified NadD enzyme, colorimetric absorbance read-out; in the data active means inhibition above about 26%; further: some compounds past the cut are filed as inactive
MT1-MMP act inh = inhibitors of human MT1-MMP activation; AID 651647; P50281; GFP/RFP ratio change, % at 20 µM; actives 0.061% (n = 360,000); HT1080 RFP-PRO-GFP cells, GFP/RFP ratio fluorescence, overnight; percent of plate control window, DMSO zero;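 active means GFP/RFP ratio change of at least 30% with cell ATP level not reduced by more than half and red fluorescence within 50% of control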; further: strong numbers were not always called active
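Read-out: GFP/RFP fluorescence ratio; Test system: RFP-PRO-GFP reporter HT1080 cells; Compound dosing: single-point 20 µM compound, 1% DMSO; Times: overnight compound exposure at 37 °C.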
FAS-TE inh = FAS thioesterase (human) inhibition. P49327. recombinant FAS-TE, OMFH fluorogenic substrate, fluorescence endpoint. inhibition, % at 15 µM. actives 0.67% (n = 360,000). AID 602261;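 active means compounds whose normalised, plate-corrected inhibition of enzyme fluorescence in the single-dose primary screen is 50% or more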;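 further: 0% = DMSO with enzyme and 100% = substrate without enzyme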
SKN-1 inh = inhibitors of C. elegans SKN-1 | C. elegans VP596 Pgst-4::GFP/RFP ratio, acrylamide-induced, 24 h | inhibition, % at 21.8 µM | actives 0.49% (n = 360,000);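 active means interference check ratio from 0.5 to 1.5 plus GFP to RFP signal ratio inhibition reaching or exceeding a fixed threshold, cut at about 30% in these data, passing the limit was not always enough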; further: some compounds called inactive have numbers as strong as hits
Rin1-Abl PPI inh = human Rin1-Abl interaction inhibition; P00519+Q13671; TR-FRET Rin1/Abl binding, biochemical; inhibition, % at 7.35 µM; actives 0.4% (n = 360,000); in the data active means inhibition above about 5%, passing the limit was not always enough
Neddylation inh = cullin neddylation inhibition; P61081+Q13564; TR-FRET cullin neddylation, biochemical; calls only at 25 µM; actives 0.58% (n = 360,000); AID 651699; in the data active means inhibition above about 36%
Target sequence (P61081 whole entry, looked up): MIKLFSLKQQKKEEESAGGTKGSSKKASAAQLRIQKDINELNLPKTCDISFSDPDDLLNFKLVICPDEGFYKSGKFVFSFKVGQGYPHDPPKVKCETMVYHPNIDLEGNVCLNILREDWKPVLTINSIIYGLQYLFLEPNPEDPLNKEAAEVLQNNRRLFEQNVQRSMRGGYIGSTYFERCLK
Target sequence (Q13564 whole entry, looked up): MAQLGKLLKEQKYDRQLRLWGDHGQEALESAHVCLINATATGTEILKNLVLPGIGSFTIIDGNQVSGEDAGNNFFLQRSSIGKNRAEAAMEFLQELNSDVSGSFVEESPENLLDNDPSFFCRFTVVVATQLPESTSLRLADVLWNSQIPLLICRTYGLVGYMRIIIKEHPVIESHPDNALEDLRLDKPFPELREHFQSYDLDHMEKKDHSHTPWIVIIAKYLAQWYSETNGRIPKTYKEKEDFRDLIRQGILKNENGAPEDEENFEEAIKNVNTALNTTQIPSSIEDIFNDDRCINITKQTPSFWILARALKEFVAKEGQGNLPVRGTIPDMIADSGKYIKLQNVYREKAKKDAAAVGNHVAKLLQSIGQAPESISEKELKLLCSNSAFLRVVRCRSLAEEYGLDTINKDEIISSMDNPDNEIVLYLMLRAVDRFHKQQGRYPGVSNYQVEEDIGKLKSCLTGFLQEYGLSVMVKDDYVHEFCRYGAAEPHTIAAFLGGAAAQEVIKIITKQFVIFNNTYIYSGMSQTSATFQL
* = called active by the depositor; i = inactive; / = no result given; + = active, no number.

Value order: FAS-TE inh, Rin1-Abl PPI inh, CSN deneddyl inh, Neddylation inh, Rpn11 inh, NadD inh, MLLE-PAM2 inh, MT1-MMP act inh, SKN-1 inh
> CCC(=O)n1nc(-c2cccnc2)nc1NCc1ccccc1
 : -1.0, -3.1, -2.9, i, i, -3.4, -0.4, 1.8, 11.4
> CCOc1ccc(NC(=O)CN(C)C(=O)C(C)Oc2ccc(Cl)cc2)cc1OCC (stereo unspecified)
 : -2.1, 1.3, 4.2, i, i, -2.4, 8.5, 5.6, 10.0
> C#CCNc1c2c(nc3ncnn13)CC(C)CC2 (stereo unspecified)
 : -3.5, -0.9, -3.9, i, i, -1.2, -31.3, 6.1, 8.0
> COc1ccc(C(=O)C2C(c3ccc(-c4ccccc4[N+](=O)[O-])o3)NC(=O)NC2(O)C(F)(F)F)cc1 (stereo unspecified)
 : 6.8, -2.0, -8.4, i, i, 0.5, 18.5, 3.6, 2.1
> NC(=O)c1ccccc1N/C=C1\CCCCC1=O
 : 2.5, -1.2, 1.2, i, i, 9.1, 8.1, -1.4, -6.0
> COC(=O)c1cccc(NS(C)(=O)=O)c1C
 : -7.5, -2.1, -1.3, i, i, -2.2, -1.4, -3.1, 0.7
> CC(C)Cn1nc(C(=O)N2CCc3ccccc32)c2ccccc2c1=O
 : 12.9, 1.9, 8.7, i, i, -12.4, 0.6, 1.8, 1.9
> CCC1SC2=NC(C)=C(C(=O)OC)C(c3cccs3)N2C1=O (stereo unspecified)
 : -8.0, 1.2, -1.6, i, i, 11.2, 30.4, 0.3, 3.8
> CC1=C/C(=C\C=C(C#N)C#N)N(C)c2ccccc21
 : 3.9, -20.8, 32.1, i, /, 0.2, -93.8, -28.1, 74.4
> CCN1CCCc2cc(CN(CCN3CCOCC3)C(=S)Nc3cccc(OC)c3)ccc21
 : 1.7, -1.4, -3.6, i, i, -1.1, -28.3, -0.7, 6.6
> Cc1ccc(C(=O)COC(=O)CNC(=O)Cc2ccccc2)cc1[N+](=O)[O-]
 : 0.5, 1.2, -2.0, i, i, 0.6, -1.7, 6.1, 7.2
> O=C(NNC(=O)c1ccc2c(c1)OCO2)NC12CC3CC(CC(C3)C1)C2
 : -3.0, 1.8, -6.7, i, i, -5.1, -5.6, 0.4, 3.9
> CC(=O)c1c(C)c2c(n1CCN(C)C)CCCC2
 : -0.6, -0.1, 4.1, i, i, 4.1, -2.9, 2.1, -1.8
> CC(C(=O)NCc1ccc2c(c1)OCO2)N(c1ccccc1)S(C)(=O)=O (stereo unspecified)
 : -9.3, 1.2, 4.3, i, i, 1.0, 5.2, 1.0, 6.3
> O=C1CCCC2=C1C1(CCCCC1)N=C(Nc1nc3ccccc3o1)N2
 : 23.0, 1.4, -0.4, /, i, 2.1, -6.9, -42.7, 6.4

Molecules above with a carbonyl joined to an NH by a bond outside any ring, in the order listed:
Value order: FAS-TE inh, Rin1-Abl PPI inh, CSN deneddyl inh, Neddylation inh, Rpn11 inh, NadD inh, MLLE-PAM2 inh, MT1-MMP act inh, SKN-1 inh
> CCOc1ccc(NC(=O)CN(C)C(=O)C(C)Oc2ccc(Cl)cc2)cc1OCC (stereo unspecified)
 : -2.1, 1.3, 4.2, i, i, -2.4, 8.5, 5.6, 10.0
> NC(=O)c1ccccc1N/C=C1\CCCCC1=O
 : 2.5, -1.2, 1.2, i, i, 9.1, 8.1, -1.4, -6.0
> Cc1ccc(C(=O)COC(=O)CNC(=O)Cc2ccccc2)cc1[N+](=O)[O-]
 : 0.5, 1.2, -2.0, i, i, 0.6, -1.7, 6.1, 7.2
> O=C(NNC(=O)c1ccc2c(c1)OCO2)NC12CC3CC(CC(C3)C1)C2
 : -3.0, 1.8, -6.7, i, i, -5.1, -5.6, 0.4, 3.9
> CC(C(=O)NCc1ccc2c(c1)OCO2)N(c1ccccc1)S(C)(=O)=O (stereo unspecified)
 : -9.3, 1.2, 4.3, i, i, 1.0, 5.2, 1.0, 6.3

As entered above.
NadD inh, CCC(=O)n1nc(-c2cccnc2)nc1NCc1ccccc1 : -3.4
SKN-1 inh, O=C1CCCC2=C1C1(CCCCC1)N=C(Nc1nc3ccccc3o1)N2 : 6.4

Remaining list, next part:
Value order: FAS-TE inh, Rin1-Abl PPI inh, CSN deneddyl inh, Neddylation inh, Rpn11 inh, NadD inh, MLLE-PAM2 inh, MT1-MMP act inh, SKN-1 inh
> COc1ccccc1-c1ocnc1C(=O)N1CCN(C(=O)C(c2ccccc2)c2ccccc2)CC1
 : -0.6, 1.9, 1.8, i, i, -2.3, 0.3, -3.4, -7.5
> O=c1nc(-c2ccccc2)n(-c2ccc(Cl)cc2)[nH]1
 : -7.4, 3.8, -3.1, /, i, 3.7, 10.2, 1.6, 2.0
> O=C(O)CN1C(=O)/C(=C/c2ccccc2Cl)Oc2ccccc21
 : -4.5, 2.7, -5.3, /, i, -12.1, 8.0, 2.6, 16.7
> COCCCn1c(SCCc2ccccc2)nc2cc(OC)c(OC)cc2c1=N
 : 18.4, 1.3, -0.4, i, i, -6.0, -4.6, 2.0, 3.0
> CCCCNC(=O)C1(C)CCN1C(=O)c1cc(OC)ccc1Br (stereo unspecified)
 : -7.9, 4.0, 2.7, i, i, 1.2, -3.7, 3.0, 4.1
> Cc1cc(NC(=O)COC(=O)COc2ccc3c4c(c(=O)oc3c2)CCC4)no1
 : -0.3, 1.0, -3.7, i, i, -4.2, -5.3, 3.1, -2.7
> CCC(=O)Nc1cccc(NC(=O)CSc2nnc(C(C)C)n2CC)c1
 : -7.3, 5.1, -1.9, i, i, -2.6, 8.9, -0.5, 2.5
> COc1cccc(SCc2noc(C(=O)NCCN(C)C)c2C(=O)NCCN(C)C)c1
 : -4.9, 1.6, -0.9, i, i, -4.1, -8.5, 1.4, 2.7
> O=c1[nH]c(CN2CCN(c3ccccc3O)CC2)nc2scc(-c3ccccc3Cl)c12
 : 12.1, -1.2, 6.5, i, i, 11.6, -21.7, -1.5, -6.3
> Cc1ccc(S(=O)(=O)c2n[nH]n3c2nc(=O)c2ccccc23)cc1
 : 6.7, -2.9, 2.3, +, i, -3.4, 8.9, 4.0, 0.8
> NC(=O)c1c(N)sc(=S)n1-c1ccccc1
 : -10.1, -3.6, 5.7, i, i, 6.4, 36.9, -2.5, -17.8
> COc1ccc(Cl)cc1N1C(=NC(=O)C2CCCO2)SC2CS(=O)(=O)CC21 (stereo unspecified)
 : -4.7, -0.1, -0.7, i, i, -3.5, -11.3, 0.5, 8.0
> COc1cc(OC)c(NC(=O)Nc2ccc(OC)c(OC)c2)cc1Cl
 : -6.6, 0.8, -3.4, i, i, -2.5, 15.7, -1.7, -27.5
> CCC(=O)c1ccc(OC(=O)c2ccc(Br)o2)cc1
 : 2.5, -4.5, 0.0, i, i, 0.0, -15.5, 7.3, -9.3
> CC(NC(=O)CCN1C(=O)c2ccccc2C1=O)c1ccccc1 (stereo unspecified)
 : -3.3, -0.8, -4.5, i, i, 4.5, -6.3, 0.2, 0.3
> CCOc1ccc(NC(=O)c2ccccc2-c2ccccc2C(=O)O)cc1
 : -0.8, -0.8, -0.1, i, i, 0.5, 9.8, -3.9, 3.9
> CC(NC(=O)CN1C(=O)NC2(CCCCCCC2)C1=O)c1ccccc1 (stereo unspecified)
 : -2.3, -1.0, 1.9, i, i, 4.1, -0.8, -1.0, -1.1
> Cc1ccc(C(=O)CCC(=O)Nc2cccnc2)cc1C
 : -3.1, -3.9, 2.5, i, i, 2.9, -2.2, -2.7, 7.3
> Cc1cccc(-n2nc(C)c3c2NC2=C(C(=O)CCC2)C3c2ccccn2)c1 (stereo unspecified)
 : 4.3, -1.7, -5.6, /, i, -5.6, 16.6, -1.5, -4.6
> Cc1ccc(NC(=O)COC(=O)CCC(=O)c2cccs2)cc1C
 : 9.7, 1.6, -5.5, i, i, -9.2, 1.2, -0.6, 2.7
> c1ccc(-c2cn(-c3ccccc3)c3[n+]2CCS3)cc1
 : -7.8, -0.4, 1.6, i, i, -1.2, -7.5, -2.5, -2.4
> COC(=O)COc1cccc(NC(=O)c2cc(OC)cc(OC)c2)c1
 : -1.9, -0.4, 3.3, i, i, -0.2, -4.5, 0.9, 0.6
> CCCC(CCC(=O)Nc1cccc([N+](=O)[O-])c1)C(=O)O (stereo unspecified)
 : -1.1, 2.1, 0.4, i, i, -7.0, 2.9, 3.1, -3.1
> CC(=O)/C(N=Nc1ccc(C(=O)O)cc1)=C(\C)O
 : -4.3, -2.0, 0.3, i, i, -4.6, 1.4, 1.4, -1.4
> Cc1ccc(-c2nnc(N3CCOCC3)c3ccccc23)cc1S(N)(=O)=O
 : -5.6, 0.4, 3.3, i, i, -10.1, -6.3, 13.0, -12.8
> N#CC1=CN(Cc2ccccc2)C=C(/C=N/Nc2ccccc2)C1
 : 0.6, 1.5, 14.8, i, i, 27.7, -22.1, -17.1, -2.8
> CCOC(=O)c1cc(-c2ccccc2)sc1NC(=O)C(C)C
 : 17.1, 2.1, 3.4, i, i, 2.1, 18.8, -4.8, -6.4
> CC(C)/C(=N/Nc1ccccc1[N+](=O)[O-])c1ccccc1
 : 25.0, 0.3, -1.5, i, i, 3.4, 3.8, 2.7, 6.6
> COc1ccc(-n2c(N)c(C#N)c3ccc([N+](=O)[O-])cc3c2=O)cc1
 : 4.0, -4.8, -1.9, i, i, -0.7, -5.3, -12.6, 0.3
> COc1cccc(CNC(=O)COC(=O)C2CCN(c3ccc(C(F)(F)F)cn3)CC2)c1
 : 6.7, 0.4, -0.7, i, i, 0.0, -17.4, 1.5, -1.8

Pulled one by one from above:
Value order: FAS-TE inh, Rin1-Abl PPI inh, CSN deneddyl inh, Neddylation inh, Rpn11 inh, NadD inh, MLLE-PAM2 inh, MT1-MMP act inh, SKN-1 inh
> NC(=O)c1ccccc1N/C=C1\CCCCC1=O
 : 2.5, -1.2, 1.2, i, i, 9.1, 8.1, -1.4, -6.0
> O=C(NNC(=O)c1ccc2c(c1)OCO2)NC12CC3CC(CC(C3)C1)C2
 : -3.0, 1.8, -6.7, i, i, -5.1, -5.6, 0.4, 3.9
> COCCCn1c(SCCc2ccccc2)nc2cc(OC)c(OC)cc2c1=N
 : 18.4, 1.3, -0.4, i, i, -6.0, -4.6, 2.0, 3.0

New compounds follow
Value order: FAS-TE inh, Rin1-Abl PPI inh, CSN deneddyl inh, Neddylation inh, Rpn11 inh, NadD inh, MLLE-PAM2 inh, MT1-MMP act inh, SKN-1 inh
> Nc1ccc(-n2nncc2-c2ccccc2)cc1
 : -5.8, -2.5, -2.7, i, i, -3.7, -3.8, 3.2, -1.5
> CC(C)(C)OC(=O)CNC(=O)c1nc[nH]c1C(=O)NCC(=O)OC(C)(C)C
 : -2.1, 0.8, -2.8, i, i, 0.2, -7.0, 1.0, 6.0
> Cc1cc(NS(=O)(=O)c2ccc(NC(=O)/C=C/c3ccc(C)o3)cc2)nc(C)n1
 : -7.2, 4.0, 13.3, i, i, 1.2, 10.6, -7.6, 10.9
> O=C(N/N=C/c1ccccn1)c1cccc([N+](=O)[O-])c1
 : -1.8, 2.8, -1.2, i, i, -1.8, 7.3, 13.3, 0.0
> CC(C)C[C@@H](CSc1ccccc1)N1CCN(CC(C)C)CCC1=O
 : 0.9, -1.5, -0.4, i, i, -7.9, 15.9, 0.3, 1.3
> COc1cc(C(=O)Nc2ccc(N3CCCS3(=O)=O)cc2)c([N+](=O)[O-])cc1OC
 : -2.3, -3.2, -5.5, i, i, -2.7, 0.4, -1.3, 14.5
> CNC(=O)C1CCCN1S(=O)(=O)c1ccc(OC)cc1 (stereo unspecified)
 : -3.6, -1.8, -1.9, i, i, -3.3, -11.0, -0.7, -34.7

Screens from PubChem.
